Source: PubChem
KCNQ1 pot – potentiates or activates the human KCNQ1 potassium channel | P51787 | CHO-K1 KCNQ1, thallium flux FluxOR fluorescence; active compounds read high | B-score at 10 µM | 0.35% of 310,000 active;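 active = fluorescence ratio B-score, a plate-corrected score, at least three library SD, with initial intensity B-score within 5 SD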
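assay system = CHO-K1 cells stably expressing KCNQ1 | medium = assay buffer, equal DMSO in all wells | timing = 37 °C overnight plating, 90-min dark dye load, 20-min compound pretreatment | measured by = kinetic FluxOR thallium fluorescence, 10-s 1-Hz baseline, 110-s post-stimulus read | measure = fluorescence change relative to baseline, converted to B score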
Dyrk1A ADPGlo – Dyrk1A (rat) kinase inhibition; 0.43% of 310,000 active; AID 504441; inhibition, % at 12.5 µM; ADP-Glo luminescence, NFATc1 peptide; Q63470; in the data active = inhibition above about 50%;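 also: plate controls were vehicle with enzyme for no effect and no enzyme for full effect; many of its hits are not listed in these tables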
KCNK9 block – human KCNK9 channel inhibition | AID 488922 | B-score at 10 µM | HEK293 KCNK9, FluxOR thallium flux fluorescence; active compounds read low | 1.2% of 310,000 active;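 active = ratio B-score over 3 SD below the library mean, with starting fluorescence within 5 SD of its mean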;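 also: negative B-score means less thallium flux so channel inhibition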
RGS4 act – RGS4 potentiation or activation; HEK293 M3R/inducible RGS4, carbachol calcium flux Fluo4; active compounds read low; B-score at 10 µM; 0.92% of 310,000 active;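 active = B-score of the integrated calcium signal more than 4 SD below the library mean, with starting fluorescence not abnormally high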;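 also: negative B-score means reduced calcium response which marks RGS4 activation or potentiation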
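System – HEK293 FlpIn-TREx cells, stable M3R, doxycycline-inducible RGS4 · Reagent – ECmax carbachol challenge · Times – compound preincubation 20 min at room temperature before agonist · Technique – Fluo4 fluorescence kinetic imaging of calcium · Measure – B score of integrated Fluo4 ratio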
KCNQ1 inh – inhibitors of human KCNQ1 potassium channel; P51787; CHO-K1 KCNQ1, FluxOR thallium flux fluorescence; active compounds read high; B-score at 10 µM; 1.3% of 310,000 active;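 active = compounds whose thallium flux B-score, printed positive for inhibition, exceeds three library SD while starting fluorescence stays within three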;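 also: channel opened by potassium depolarization with thallium stimulus after 20 min compound exposure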
KCNK3 block – human KCNK3 channel inhibition, primary screen; CHO-KCNK3 thallium flux, FluxOR fluorescence; active compounds read low; 0.84% of 340,000 active; B-score at 10 µM;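 active = B-score under library mean minus 4 SD, starting fluorescence ratio at most library mean plus 5 SD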;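 also: more negative B-score means stronger inhibition of thallium flux through KCNK3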
Target sequence (O14649 whole entry, looked up): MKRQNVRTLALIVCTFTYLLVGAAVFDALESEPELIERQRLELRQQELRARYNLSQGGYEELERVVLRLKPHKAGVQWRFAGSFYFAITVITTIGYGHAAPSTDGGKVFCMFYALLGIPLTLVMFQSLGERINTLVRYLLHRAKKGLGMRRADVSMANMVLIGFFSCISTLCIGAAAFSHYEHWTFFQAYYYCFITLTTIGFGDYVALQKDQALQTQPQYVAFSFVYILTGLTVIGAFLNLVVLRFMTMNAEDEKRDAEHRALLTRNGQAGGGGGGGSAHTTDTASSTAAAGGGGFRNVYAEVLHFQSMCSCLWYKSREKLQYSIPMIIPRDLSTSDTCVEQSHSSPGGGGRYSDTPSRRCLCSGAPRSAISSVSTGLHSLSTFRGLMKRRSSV
hERG protect – shields human hERG channel from block by proarrhythmic agents; Q12809; CHO-hERG, FluxOR thallium flux, dofetilide IC70 present; activation (rescue from dofetilide block), less the hit threshold, % at 10 µM; 0.51% of 310,000 active; AID 1511;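 active = activation above the mean of controls blocked by dofetilide plus 5 SD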;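 also: thallium influx through hERG after potassium depolarization seen as dye fluorescence rise; in these data hits start at about 4.7%; inactives centre near -7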
GSK3beta inhib – blocks human GSK3beta kinase activity; GST-GSK3beta kinase, ADP-Glo luminescence, 60 min; active compounds read low; activity score (negative = inhibition), % at 10 µM; 0.038% of 300,000 active;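 active = more than half of replicate wells score below -50%, meaning over 50% inhibition versus plate controls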;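 also: 0% = median DMSO wells and -100% = median GW8510 positive control wells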
Target sequence (P49841 whole entry, looked up): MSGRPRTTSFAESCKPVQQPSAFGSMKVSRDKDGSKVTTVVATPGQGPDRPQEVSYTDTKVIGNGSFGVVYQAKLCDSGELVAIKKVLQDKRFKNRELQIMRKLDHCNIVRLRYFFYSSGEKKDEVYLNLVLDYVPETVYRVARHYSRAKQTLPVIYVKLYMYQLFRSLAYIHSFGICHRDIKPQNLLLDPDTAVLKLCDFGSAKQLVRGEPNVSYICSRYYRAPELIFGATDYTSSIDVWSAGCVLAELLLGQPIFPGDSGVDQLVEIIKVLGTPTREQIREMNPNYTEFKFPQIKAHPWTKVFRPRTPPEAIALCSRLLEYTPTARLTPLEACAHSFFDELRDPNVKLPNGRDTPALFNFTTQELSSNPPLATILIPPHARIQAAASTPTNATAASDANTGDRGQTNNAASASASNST
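Test system: GST-tagged human GSK3beta kinase, cell-free; evaluation: activity score scaled between in-plate DMSO and GW8510 controls; measured by: ADP-Glo luminescence; incubation: 60 min reaction, RT; benchmarks: DMSO and 20 µM GW8510; reagent: peptide substrate plus 25 µM ATP (final); medium: Tris/MgCl2 kinase buffer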
RGS4 inh – human RGS4 inhibition | B-score at 10 µM | AID 463165 | HEK293 M3R/RGS4 inducible, Fluo-4 calcium flux; active compounds read high; triggered by carbachol at its EC20 | 0.45% of 310,000 active;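 active = B-score, a plate-corrected calcium signal, over three deviations above library mean, with baseline fluorescence within five deviations of library mean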;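 also: RGS4 expression induced by doxycycline in cells with stable M3 receptor; B-score is computed from the integrated fluorescence ratio over baseline after carbachol; higher B-score means a larger calcium signal and so more RGS4 inhibition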
Target sequence (P49798 whole entry, looked up): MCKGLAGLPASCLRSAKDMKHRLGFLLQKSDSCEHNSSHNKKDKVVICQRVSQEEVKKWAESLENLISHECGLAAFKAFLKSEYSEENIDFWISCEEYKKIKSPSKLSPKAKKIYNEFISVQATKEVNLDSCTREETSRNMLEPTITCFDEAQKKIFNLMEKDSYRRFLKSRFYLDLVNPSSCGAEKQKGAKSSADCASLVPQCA
GSK3 alpha inh – inhibitors of human GSK-3 alpha kinase | AID 2650 | ADP-Glo luminescence, 60 min | P49840 | 0.1% of 320,000 active | inhibition, % at 10 µM;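 in the data active = inhibition above about 50%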;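 also: GST-tagged GSK-3 alpha with peptide substrate and 25 µM ATP; 0% = DMSO neutral wells and 100% = GW8510 positive control wells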
PolyA inhibitor – blocks polyadenylation in yeast reporter cells; 0.02% of 300,000 active; S. cerevisiae SKY197-pL101 polyadenylation reporter, beta-gal luminescence; efflux-impaired pdr1/pdr3 knockout yeast; score 100 = 6 SD above DMSO; calls only at 12 µM;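 active = lowest replicate activity score at least 50, where 100 means six control SD above control mean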;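 also: yeast exposed to compound for 9 h at 30 °C; higher score means more reporter readthrough which indicates perturbed polyadenylation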
Starred values were filed as active, the others as inactive; i = inactive; / = no result given. Only part of the results is shown; the hit share may differ from the screen's.

Value order: KCNQ1 inh	PolyA inhibitor	GSK3beta inhib	KCNK3 block	KCNK9 block	RGS4 inh	hERG protect	Dyrk1A ADPGlo	KCNQ1 pot	RGS4 act	GSK3 alpha inh
CNC(=O)C(=O)NCC(c1cccs1)S(=O)(=O)c1ccc(F)cc1 (stereo not drawn)
  i	i	-1	i	i	i	-6	0	i	i	-1
CNS(=O)(=O)c1cc(OC)c(OC)cc1CC(=O)OC
  i	i	0	i	i	i	-9	-6	i	i	1
Cc1ccc(S(=O)(=O)N(C#N)c2nc(C)cc(C)n2)cc1
  i	i	0	i	i	i	-5	3	i	i	-5
O=c1cnnc(Nc2ccc(Cl)c(C(F)(F)F)c2)[nH]1
  i	i	1	i	i	i	-4	-2	i	i	-2
CCSc1nc(C)nc2c1oc1ccccc12
  i	i	1	i	i	i	-5	-3	i	i	1
CC1CCCCC1NCC(=O)NCc1ccc(F)cc1 (stereo not drawn)
  i	i	3	i	i	i	4.7*	/	i	i	3
Nc1nc(Cl)cc(N2CCC(c3cc(-c4ccc(Cl)cc4)n[nH]3)CC2)n1
  i	i	0	i	i	i	-8	0	i	i	-2
Cc1sc(NC(=S)Nc2ccc(F)cc2)c(C(N)=O)c1C
  i	/	-3	i	i	i	-1	0	i	i	2
NC1=NCc2ccccc21
  i	i	-2	i	i	i	-1	-8	i	i	-1
Cc1sc2nc(CSCC(=O)N(C)CC(=O)Nc3ccc(F)cc3)[nH]c(=O)c2c1C
  i	i	0	i	i	i	-9	13	i	i	-1
COc1ccc(CC(=O)NCc2ccccc2Cl)cc1S(=O)(=O)N1CCOCC1
  i	i	1	i	i	i	-5	2	i	i	1
Nc1ccc(N=Nc2ccccc2O)c(N)c1
  i	i	1	i	i	i	-10	/	i	i	2
COc1ccc(C(C(=O)NC2CCCC2)N(C(=O)c2ccco2)c2ccccc2OC)cc1 (stereo not drawn)
  i	i	-1	i	i	i	-8	2	i	i	-3
O=C(OCc1nnc(-c2ccccc2)o1)c1cc(S(=O)(=O)N2CCOCC2)ccc1F
  i	i	1	i	i	i	-17	2	i	i	0
O=C(c1ccncc1)N1CCN(S(=O)(=O)c2cccc(Cl)c2)CC1
  i	i	-5	i	i	i	-19	/	i	i	0
COC(=O)c1ccc(-c2nc(O)c(C)s2)cc1
  i	i	1	i	i	i	-11	2	i	i	/
COC(=O)c1ccc(C2CC(=O)NC3=C2C(=O)CCC3)cc1 (stereo not drawn)
  i	i	1	i	i	i	-2	-1	i	i	2
Cc1noc(NS(=O)(=O)c2ccc(NC(=O)c3oc4ccc(Cl)cc4c3C)cc2)c1C
  i	i	3	i	i	i	-10	64*	i	i	-2
Cc1ccccc1Cn1c2ccccc2c2cn[nH]c(=O)c21
  i	i	3	i	i	i	-3	18	i	i	-3
CC(C)(C)c1csc(Sc2ncccc2[N+](=O)[O-])n1
  i	i	-2	i	i	i	-9	2	i	i	-5
CC1(C)CC(=O)C=C(NNC(=O)c2cccnc2)C1
  i	i	1	i	i	i	-3	/	i	i	-1
N#Cc1ccc(C(=O)Nc2nc(-c3cccs3)c(C(=O)C(F)(F)F)s2)cc1
  i	i	-5	i	i	i	-7	-2	i	i	-6
CN1CCN(S(=O)(=O)c2ccc(NC(=O)c3ccc(F)cc3)cc2)CC1
  i	i	2	i	i	i	-6	5	i	i	-1
O=C(NNc1nc2c(F)cccc2s1)c1cc(=O)c2ccccc2o1
  i	i	1	i	i	i	4	11	i	i	-3
Nc1ccc(-c2c3ccc(=O)cc-3oc3cc(O)ccc23)cc1C(=O)O
  24*	i	0	i	i	i	-52	5	i	i	1
CCOc1cc(C(=O)Nc2ccc(S(=O)(=O)N3CCCCC3)cc2)ccc1OCC(=O)N1CCOCC1
  i	i	2	i	i	i	-13	/	i	i	-2
CCCSc1cc(N2CCN(C)CC2)nc(-c2ccc(OC)cc2)n1
  i	i	-2	i	i	i	-25	4	i	i	/
Cc1ccc2cc(CN(Cc3nnnn3Cc3ccco3)CC3CCCO3)c(=O)[nH]c2c1C (stereo not drawn)
  i	i	3	i	i	i	-3	0	i	i	7
Cc1ccc(Cl)cc1NC(=O)c1ocnc1C
  i	i	-3	i	i	i	-8	3	i	i	-2
OCCNCC1(O)C2CC3CC(C2)CC1C3 (stereo not drawn)
  i	i	-1	i	i	i	-8	-3	i	i	2
Cc1cc(C(=O)NNC(=O)CCN2CCN(c3ccccc3)CC2)c2ccccc2n1
  i	i	1	i	i	i	-8	4	i	i	-3
COc1ccc(CNC(=O)CN2C(=O)COc3ccc(S(=O)(=O)N4CCOCC4)cc32)cc1
  i	i	0	i	i	i	-5	-2	i	i	2
CC(=O)c1ccc(S(=O)(=O)N2CCc3ccccc3C2)cc1
  i	i	1	i	i	i	-8	2	i	i	0
O=C(Cc1ccccc1)O/N=C1\CCCc2ccccc21
  i	i	-2	i	i	i	-5	5	i	i	/
O=[N+]([O-])C1=CC=C2C(=NC3(CCCCC3)N2O)C1=NC1CCCCC1
  i	i	1	i	i	i	2	-3	i	i	1
COc1ccc(C(=O)NNC(=O)c2ccc3ccccc3c2O)cc1
  i	i	2	i	i	i	-2	1	i	i	-5
COc1ccc(S(=O)(=O)N2CCOCC2)cc1NC(=O)COC(=O)C1=COCCO1
  i	i	2	i	i	i	-18	6	i	i	-1
CCc1ccc(C2=NN(C(=O)CCC(=O)O)C(c3cccs3)C2)cc1 (stereo not drawn)
  i	i	5	i	i	i	-11	-3	i	i	-5
O=C(NC1CC1)C1=C[C@H](c2ccc(C(F)(F)F)cc2)C[C@H](OCc2ccc(CO)cc2)O1
  i	i	1	i	i	i	-8	1	i	i	-2
CCOP(=O)(c1ccc(N(C)C)cc1)C(O)c1ccccc1F (stereo not drawn)
  i	i	2	i	i	i	-8	-2	i	i	1
CCCCC(=O)N1CCN(c2nc3ccc(Br)cc3s2)CC1
  i	i	1	i	i	i	-13	-8	i	i	-3
O=C(N/N=C/c1ccc(O)cc1)c1ccncc1
  i	i	1	i	i	i	-9	-4	i	i	1
CCN(CC)c1ccc(S(=O)(=O)N2CCOCC2)cc1NC(=O)CSc1ccccc1
  i	i	0	i	i	i	-12	-6	i	i	0
O=C(CSc1nc(-c2ccccc2)cc(C(F)(F)F)n1)NCc1cccs1
  i	i	1	i	i	i	-6	-6	i	i	-4
CN(C(=O)COC(=O)c1ccccc1Nc1ccccc1)c1c(N)n(Cc2ccccc2)c(=O)[nH]c1=O
  i	i	4	i	i	i	-14	6	i	i	-2

Some of the entries so far, tab-delimited.
mol	KCNQ1 inh	PolyA inhibitor	GSK3beta inhib	KCNK3 block	KCNK9 block	RGS4 inh	hERG protect	Dyrk1A ADPGlo	KCNQ1 pot	RGS4 act	GSK3 alpha inh
O=C(Cc1ccccc1)O/N=C1\CCCc2ccccc21	i	i	-2	i	i	i	-5	5	i	i	/
O=[N+]([O-])C1=CC=C2C(=NC3(CCCCC3)N2O)C1=NC1CCCCC1	i	i	1	i	i	i	2	-3	i	i	1
COc1ccc(C(=O)NNC(=O)c2ccc3ccccc3c2O)cc1	i	i	2	i	i	i	-2	1	i	i	-5
COc1ccc(S(=O)(=O)N2CCOCC2)cc1NC(=O)COC(=O)C1=COCCO1	i	i	2	i	i	i	-18	6	i	i	-1
CCc1ccc(C2=NN(C(=O)CCC(=O)O)C(c3cccs3)C2)cc1 (stereo not drawn)	i	i	5	i	i	i	-11	-3	i	i	-5
O=C(NC1CC1)C1=C[C@H](c2ccc(C(F)(F)F)cc2)C[C@H](OCc2ccc(CO)cc2)O1	i	i	1	i	i	i	-8	1	i	i	-2
CCOP(=O)(c1ccc(N(C)C)cc1)C(O)c1ccccc1F (stereo not drawn)	i	i	2	i	i	i	-8	-2	i	i	1
CCCCC(=O)N1CCN(c2nc3ccc(Br)cc3s2)CC1	i	i	1	i	i	i	-13	-8	i	i	-3
O=C(N/N=C/c1ccc(O)cc1)c1ccncc1	i	i	1	i	i	i	-9	-4	i	i	1
CCN(CC)c1ccc(S(=O)(=O)N2CCOCC2)cc1NC(=O)CSc1ccccc1	i	i	0	i	i	i	-12	-6	i	i	0
O=C(CSc1nc(-c2ccccc2)cc(C(F)(F)F)n1)NCc1cccs1	i	i	1	i	i	i	-6	-6	i	i	-4
CN(C(=O)COC(=O)c1ccccc1Nc1ccccc1)c1c(N)n(Cc2ccccc2)c(=O)[nH]c1=O	i	i	4	i	i	i	-14	6	i	i	-2

The list continues.
Value order: KCNQ1 inh	PolyA inhibitor	GSK3beta inhib	KCNK3 block	KCNK9 block	RGS4 inh	hERG protect	Dyrk1A ADPGlo	KCNQ1 pot	RGS4 act	GSK3 alpha inh
CC(C(=O)N1CCC(C(N)=O)CC1)N(c1ccc(Oc2ccccc2)cc1)S(C)(=O)=O (stereo not drawn)
  i	i	-5	i	i	i	-2	-7	i	i	-1
CCOc1ccc(NC(=O)C2CCN(C(=O)NCc3ccccc3)CC2)cc1
  i	i	3	i	i	i	-10	2	i	i	-1
COc1ccc(NC(=O)COC(=O)Cc2ccc(-c3ccccc3)cc2)c(OC)c1
  i	i	0	i	i	i	-3	0	i	i	/
CSc1sc(-c2ccnc(SCCS(C)(=O)=O)n2)c(-c2ccccc2)c1C#N
  i	i	2	i	i	i	-3	0	i	i	2
CCN(CC)S(=O)(=O)c1cccc(C(=O)Nc2ccccc2C(=O)N2CCOCC2)c1
  i	i	0	i	i	i	-4	0	i	i	1
CCOc1ccc(N/C=C/C(=O)c2cc(OC)c(OC)c(OC)c2)cc1
  i	i	0	i	i	i	-5	/	i	i	-3
CCOC(=O)CC(NC(=O)c1cccc2c1C(=O)N(Cc1cccnc1)C2)c1ccc(OC(C)C)cc1 (stereo not drawn)
  i	i	0	i	i	i	-11	0	i	i	-1
